AT treatment = potential ataxia-telangiectasia treatment; […] A-T fibroblasts, KAP-1 phosphorylation AlphaLISA; neocarzinostatin DNA damage 30 min before lysis; Potency, µM (doses to about 57.5 µM), for the others: at the highest dose activation, actives largely listed as activators; hit rate 0.19% among 320,000; further: potency means the concentration at half of the fitted maximal effect; % of control where 0% means no effect; nearly all actives have a fitted effect of over 45% in size
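hTERT-immortalized A-T patient fibroblasts ([…]), 500 cells/well in OPTI-MEM, 1% FBS, got compounds for 60 min, then NCS for 30 min at 37C. Lysates were then assayed for phospho-KAP-1 by AlphaLISA (anti-pKAP1 donor, anti-KAP1 acceptor beads), 6 hr at 25C.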
Integrin act MD = activators of alpha7 integrin expression for muscular dystrophy. alpha7betagal myoblasts, beta-gal FDG fluorescence, 48 h. Potency, µM (top dose mostly 38.3 µM), for inactives: at the highest dose activation, actives largely listed as activators. hit rate 0.064% among 350,000. AID 624291;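 further: potency means the concentration at half of the fitted maximal effect; 100% = response of the positive control SU9516; nearly all actives have a fitted effect of over 60% in size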
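Alpha7betagal+/- myoblasts (passage 13) were plated 16-24 hr, then exposed to compounds (1:260 dilution of DMSO stock) for 48 hours at 37C. After MPER lysis, β-galactosidase reporter activity was read as FDG fluorescence (ex 480/em 540) after 30 minutes.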
TCR act = activates T cell receptor signaling; Potency, µM (titrated, usually from 9.22 µM), inactives show at the highest dose activation of IL-2 secretion, usual class: activators; 330,000 tested, under 10 active; primary human leukocytes, anti-CD3, IL-2 HTRF, 48 h; further: % of control where 0% means no effect
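IL-2 release read by HTRF sandwich (Eu cryptate donor, d2 acceptor, 665 nm emission) after 48 hr exposure of primary human leukocytes to compound together with anti-CD3 beads in the absence of co-stimulatory signals.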
CXXC DNA block = MLL CXXC-DNA interaction inhibition; Q03164; MLL-CXXC / FITC-HOXA9 DNA fluorescence polarization; Potency, µM (doses to about 115 µM), for the others: at the top dose activity change, negative = inhibition, most hits filed as inhibitors; hit rate 0.037% among 290,000; AID 2662; active means well fitted inhibition curve with a large enough effect in the polarisation, with a control signal flat, not every such curve was filed as active; inconclusive means small, poorly fitted or top-dose-only effect, or effect the other way, or a change in a side signal; inactive means no such curve, though single readings can be large or run the other way; the % refers to the polarisation; further: potency means the concentration at half of the fitted maximal effect
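Steps: dispense CXXC domain solution (7 uM) → pin compounds or unlabeled HOX-A9 DNA control → 5 min ambient → add FLSN-HOX-A9 solution (50 nM) → spin → 30 min ambient → fluorescence polarization. Tris pH 7.5/NaCl/DTT/BSA buffer.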
ELG1 DNA repair = blocks ELG1-dependent DNA repair in HEK293T cells. HEK293T ELG1-luciferase reporter, luminescence, 16 h; DNA damage induced by 5-fluorouridine. Potency, µM (doses to about 46.1 µM), without a hit: at the top dose activity change, negative = inhibition, actives largely listed as inhibitors. hit rate 2.3% among 330,000. AID 504467; further: potency means the concentration at half of the fitted maximal effect; on the % scale 0 is the no-effect control and ±100 the full control effect; nearly all actives have a fitted effect of over 55% in size
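Reporter activity after DNA damage by 5-fluorouridine is monitored. Compound-treated cells incubate 16 hr at 37 °C, then ONE-Glo is added for 30 min before luminescence reading.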
TRPV1 ag = agonists of human vanilloid receptor 1 (TRPV1); activation, % at 8.33 µM; TRPV1-expressing cells, Fluo-8 calcium influx, agonist mode; Q8NER1; hit rate 0.19% among 320,000; in the data active means activation above about 80%; inconclusive means between about 30% and that limit; further: 0% is about no effect
Target sequence (Q8NER1 whole entry, looked up): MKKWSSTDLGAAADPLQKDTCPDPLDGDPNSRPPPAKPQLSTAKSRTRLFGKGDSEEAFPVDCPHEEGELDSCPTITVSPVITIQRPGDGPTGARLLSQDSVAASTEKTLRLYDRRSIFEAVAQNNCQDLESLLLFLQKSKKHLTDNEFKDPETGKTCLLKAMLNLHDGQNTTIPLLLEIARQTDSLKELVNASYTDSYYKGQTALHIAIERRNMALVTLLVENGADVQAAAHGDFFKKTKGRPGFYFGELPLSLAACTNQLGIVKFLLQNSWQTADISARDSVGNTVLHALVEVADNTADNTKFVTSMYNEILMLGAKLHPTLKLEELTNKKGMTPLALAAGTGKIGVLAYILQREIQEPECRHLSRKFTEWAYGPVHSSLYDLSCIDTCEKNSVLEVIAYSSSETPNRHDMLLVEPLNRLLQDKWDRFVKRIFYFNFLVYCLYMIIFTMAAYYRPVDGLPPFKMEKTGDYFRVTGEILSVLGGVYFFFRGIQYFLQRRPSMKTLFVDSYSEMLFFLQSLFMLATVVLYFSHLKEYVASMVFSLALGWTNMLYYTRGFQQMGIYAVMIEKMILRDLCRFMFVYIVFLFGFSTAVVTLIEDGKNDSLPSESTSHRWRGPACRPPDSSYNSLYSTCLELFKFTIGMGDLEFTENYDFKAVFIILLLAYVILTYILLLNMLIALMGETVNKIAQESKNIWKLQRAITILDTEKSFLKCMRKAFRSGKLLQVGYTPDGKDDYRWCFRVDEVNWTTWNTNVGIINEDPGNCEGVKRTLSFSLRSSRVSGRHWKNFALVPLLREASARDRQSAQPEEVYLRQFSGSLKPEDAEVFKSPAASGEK
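TRPV1-expressing cells were cultured overnight at 35.5C and loaded with Fluo-8 calcium dye for 40 to 90 min at room temperature. After a 10 s baseline, compound was added and calcium influx was read kinetically for 3 min (ex 480/em 520 nm).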
BRCA1 expr act = activators of BRCA1 expression; MCF7-BRCA1-FFLuc reporter, luminescence, 48 h; response scale: scaled: vehicle 0%, 10 µM genistein 100%; Potency, µM (top dose mostly 46.1 µM), without a hit: at the highest dose activation, usual class: activators; hit rate 1.1% among 380,000; further: potency means the concentration at half of the fitted maximal effect; nearly all actives have a fitted effect of over 80% in size; some results filed as inactive show a strong effect at the top dose
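MCF7 cells carrying a BRCA1-firefly luciferase reporter (2000 cells/well, phenol-red free MEM) were attached for 2 h at 37 °C, then given compounds for 48 h. Luminescence was read 15 min after luciferase reagent; activity normalized to genistein (10 microM) and DMSO.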
B2AR arrestin = beta2AR (human) beta-arrestin recruitment activity | P07550 | beta-arrestin recruitment to beta2AR, cell-based reporter | Potency, µM (doses to about 46.1 µM), without a hit: at the top dose activation, hits mostly activators | hit rate 0.02% among 330,000;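 further: potency means the concentration at half of the fitted maximal effect; 0% = DMSO controls and full agonism = EC100 isoproterenol or metaproterenol; nearly all actives have a fitted effect of over 65% in size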
p53 reactivator = mutant p53 re-activation in reporter cells; H1299 p53-A138V BP100-luciferase reporter, luminescence, 24 h; hit rate 0.063% among 320,000; Potency, µM (doses to about 92.2 µM), for the others: top-dose activity change, positive = activation, actives largely listed as activators; further: potency means the concentration at half of the fitted maximal effect; % of control where 0% means no effect; nearly all actives have a fitted effect of over 45% in size
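p53-null H1299 cells stably carrying temperature-sensitive p53-A138V and a BP100-luciferase reporter were pinned with compounds (4-point, 1:5 series) and held 24 hrs at 37 deg C. Luminescence was read 10 min after detection reagent.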
PTAP TSG101 blk = blocks PTAP/TSG101 interaction to inhibit HIV-1 budding | 340,000 tested, under 10 active | Q99816 | AID 493005 | Fluorescence polarization, FITC-PTAP peptide / Tsg101 binding | Potency, µM (titrated, usually from 115 µM), for inactives: at the top dose activity change, negative = inhibition, usual class: inhibitors; active means well fitted inhibition curve with a large enough effect in the main read-out, with a control signal flat, not every such curve was filed as active; inconclusive means small, poorly fitted or top-dose-only effect, or effect the other way, or a change in a side signal; inactive means no such curve, though single readings can be large or run the other way; further: potency means the concentration at half of the fitted maximal effect; % of control where 0% means no effect
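Compounds were pin-transferred onto Tsg101 binding domain (10 uM final) in HEPES pH 7.5 buffer, then FITC-PTAP peptide was added at 50 nM final. After 20 min at RT, polarization reported peptide displacement across a qHTS concentration series.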
Active calls of the source: *; ? = inconclusive; . = no result given; [ ] = another dose, or the depositor's remark. Unless noted, the call rests on the fitted dose curve; in most records, active means well fitted curve in the direction sought with a large enough effect; inconclusive means small, poorly fitted or top-dose-only effect, or another doubt; inactive means no such curve, though single readings can be large; an effect the other way counts as inactive or inconclusive.

SMILES | AT treatment | Integrin act MD | TCR act | CXXC DNA block | ELG1 DNA repair | TRPV1 ag | BRCA1 expr act | B2AR arrestin | p53 reactivator | PTAP TSG101 blk
Cc1c(C(=O)N2CCc3ccccc3C2)oc2ccc(Br)cc12 | 5% | 34% | 1% | . | ? | ? | 80% | -0.1% | 6% | -5%
O=C(N/N=C/c1cccc([N+](=O)[O-])c1)C1CC(=O)N(c2ccc(F)cc2)C1 (stereo unspecified) | -5% | -22% | -1%[46.1 µM] | 2% | 5% | -1 | -2% | 0.0% | 2% | -3%
COc1ccc(NC(=O)CCCn2c(=O)c3sccc3n(Cc3cccc(C)c3)c2=O)cc1 | -3% | 2% | -2%[46.1 µM] | 7% | -26% | 1 | -1% | -0.6% | -1% | 0%
C=CCOc1ccc(C2NC(=O)NC(C)=C2C(=O)OC)cc1 (stereo unspecified) | 5% | -16% | 4% | 16% | 19% | -21 | -21% | -1.3% | 8% | -7%
CCCOc1ccc(CSc2ncn[nH]2)cc1 | 3% | -52%[inhibitor] | 10% | -8% | ? | 15 | ? | -0.2% | ? | 0%
COc1ccc(CCC(=O)N2c3ccccc3CC2C)cc1 (stereo unspecified) | 2% | 24% | 0% | -3% | ? | 21 | 81% | -0.3% | ? | -2%
CCNS(=O)(=O)c1ccc(NC(=O)Nc2cccc(C(F)(F)F)c2)cc1 | . | 2% | 5% | -2% | . | 13 | -59% | . | . | -9%
COc1ccc(NC(=O)/C(=C\c2cccs2)NC(=O)c2ccco2)cc1 | 5% | 0% | 4% | 10% | -8% | -2 | -17% | -0.2% | 11% | -7%
Cc1ccc(C)c(NC(=O)c2cc3ccccc3o2)c1 | 13% | 0% | . | 10% | ? | ? | 45% | 0.2% | . | -10%
CC(NC(=O)OC1CCCCC1)N1C(=O)C2C3C=CC(C3)C2C1=O (stereo unspecified) | 5% | 24% | -4% | 2% | -4% | 21 | 4% | -0.5% | 8% | -8%
COc1ccc2oc(-c3ccncc3)cc(=O)c2c1 | . | ? | 4% | . | . | . | ? | . | . | 1%
C(=Cc1c[nH]c2ccccc12)c1ccc2ccccc2n1 | . | -44% | -3% | . | . | . | -75%[inhibitor] | . | . | 8%
CN(CCc1ccccn1)Cc1ccc(Cl)cc1Cl | 3% | -5% | 6% | -3% | ? | . | 46% | 0.1% | 1% | -8%
O=C(NCCN1CCN(c2ccccc2)CC1)Nc1cccc(Cl)c1 | -5% | 7% | . | 7% | ? | 4 | -4% | 0.4% | 5% | 1%
c1ccc(SCCc2ccncc2)cc1 | 9% | 5% | 3% | -3% | ? | 2 | 64% | -0.3% | 9% | -7%
O=C(C1CCCN(Cc2cc(Br)ccc2O)C1)N1CCCCC1 (stereo unspecified) | 7% | -8% | 2% | -6% | -6% | ? | -31% | -0.2% | -6% | 0%
CCCCNC(=O)Cn1cnc2ccc(S(=O)(=O)N3CCC(C)CC3)cc2c1=O | 0% | 4% | -1% | 7% | -14% | 0 | 3% | -0.1% | -7% | 0%
O=C(c1cc(N2C(=O)C3C4CCC(C4)C3C2=O)ccc1Cl)N1CCN(c2ccccc2)CC1 (stereo unspecified) | 5% | -33% | -4%[46.1 µM] | 7% | ? | 2 | -22% | 0.3% | 3% | -3%
CCN(CC)CCCNc1cc(C(F)(F)F)c(C#N)c2nc3ccccc3n12 | 50% | ? | -2% | ? | -1% | -8 | 4% | -0.2% | -6% | -6%
CCC(=O)Nc1nnc(-c2ccco2)o1 | 4% | -3% | -3% | 11% | 3% | -2 | 0% | 0.4% | 2% | 0%
COc1cccc(NC(=O)CN(C)CC(=O)NCc2ccc3c(c2)OCO3)c1 | 5% | 0% | 0% | . | -2% | 0 | -1% | -1.1% | -2% | -3%
O=C(O)c1cc(NS(=O)(=O)c2ccc(N3CCCCC3)c([N+](=O)[O-])c2)cc(C(=O)O)c1 | 1% | 11% | 0% | 9% | 17% | 1 | 4% | -0.8% | 1% | -3%
Cc1ccc(NC(=O)CSc2nnc3c(n2)[nH]c2ccccc23)cc1 | -5% | 0% | 0% | 1% | -2% | -3 | 1% | 0.8% | 2% | 1%
CC(=O)NCc1ccc(S(=O)(=O)N/N=C/c2ccc(N(C)C)cc2)cc1 | -12% | 9% | 7%[46.1 µM] | 1% | ? | -3 | -42% | -0.6% | -7% | -1%
O=C(NCCN1CCN(C(=O)C(c2ccccc2)c2ccccc2)CC1)C(=O)Nc1ccccc1 | 6% | 2% | -2% | 2% | -3% | -1 | -26% | 0.3% | -20% | -2%
c1cc2cn[nH]c2cc1NC1CCCCCC1 | -6% | -12% | . | 4% | 5% | 0 | -3% | -0.4% | 4% | -5%
Cc1ccc(C)c(-c2cc(C(=O)NCc3cccs3)c3ccccc3n2)c1 | -3% | 6% | -1% | 9% | ? | 27 | -45% | 3.6% | 0% | -2%
CCCC(=O)N1CCCC(c2nc(-c3cccc(OC)c3)no2)C1 (stereo unspecified) | -2% | -42% | -4% | -3% | ? | 5 | ? | -0.1% | ? | -2%
O=[N+]([O-])c1ccc2c(c1)ncn2CCc1ccccc1 | 0% | -16% | -1% | -9% | 0% | 13 | 4% | 0.5% | 6% | 1%
COc1cccc(C2=NC(C)(C)NC(c3ccccc3O)C2)c1 (stereo unspecified) | 11% | 6% | 4% | 13% | ? | 10 | -45% | -0.3% | ? | 3%
COc1ccccc1Cc1noc(C(C)(C)NC(=O)c2ccccc2)n1 | 4% | 4% | 3% | 4% | 0% | 2 | -8% | -0.6% | 3% | -3%
COc1ccc(NC(=O)N2CCCc3ccccc32)c(OC)c1 | 7% | ? | 0% | 2% | 2% | 3 | 27% | 0.2% | -1% | -1%
O=C(CSc1nc2[nH]c(=O)cc(O)c2s1)NCCc1ccccc1 | 1% | -5% | 2% | . | 1% | -4 | -3% | -0.4% | 5% | -3%
CC(C)c1ccccc1NC(=O)Nc1ccc2c(c1)OCO2 | 2% | -10% | 1% | 9% | 19% | 11 | 39% | -0.4% | -2% | 0%
O=C(O)c1ccccc1C(=O)N1N=C2/C(=C/c3cccc([N+](=O)[O-])c3)CCCC2C1c1cccc([N+](=O)[O-])c1 (stereo unspecified) | 2% | 8% | . | -3% | 24% | 1 | 73% | 0.2% | -3% | -11%
CCOC(=O)c1c(/N=C/c2cc([N+](=O)[O-])ccc2O)sc(C)c1C | -9% | 0% | -5%[46.1 µM] | -3% | ? | -1 | 15% | -0.4% | 3% | -3%
O=C(CN1CCc2ccccc2C1)Nc1ccccc1N1CCCCCC1 | 11% | -70%[inhibitor] | -2% | -3% | -3% | 22 | -46% | 0.0% | 16% | 2%
CCCS(=O)(=O)N1CCC(C(=O)NC2CCCCC2C)CC1 (stereo unspecified) | 0% | 24% | -1% | 15% | 14% | 3 | 15% | -0.1% | 3% | -3%
COc1ccc(OCC(=O)Nc2c(C)ccc3nsnc23)cc1 | 1% | 6% | 0% | -2% | -3% | -1 | -17% | -1.0% | -4% | -3%
O=C(N/N=C\C=C\c1ccc(Br)cc1)c1ccc2c(c1)OCO2 | 2% | 2% | 10% | 10% | -11% | 0 | -12% | -0.9% | -5% | -1%
Cn1c(C(=O)Nc2ccc3c(c2)OCO3)cc2sccc21 | 8% | -7% | 2% | 1% | ? | ? | 22% | 0.3% | ? | -3%
CC(=O)c1cccc(NC(=O)CSc2nc3ccccc3c(=O)n2CCCN2CCOCC2)c1 | 1% | -5% | -25% | . | -25% | . | -3% | 0.2% | -6% | -2%
CNC(=O)CSc1nnc(-c2ccc(S(=O)(=O)N3CCCC3)cc2)n1-c1cccc(C)c1C | 8% | 4% | 0% | 10% | 23% | 10 | 1% | -0.2% | 2% | -6%
CCCN(CC1CC1)C(=O)CSc1ncnc2sc(C)c(C)c12 | 2% | 1% | -1% | 21% | 18µM* | ? | -45% | 0.4% | -5% | -7%
NC(=O)NCc1ccccc1F | 0% | -17% | 3% | -11% | 1% | -2 | 2% | -1.1% | -2% | 0%
O=C(COc1ccc([N+](=O)[O-])cc1)Nc1nc(-c2ccccn2)cs1 | 0% | -51%[inhibitor] | 7% | . | 0% | 5 | -82% | -0.1% | 24% | -12%
Cc1cc2c(Nc3ccc(O)cc3)ncnc2s1 | 3% | -11% | 0% | -2% | 20% | ? | -7% | 0.2% | -85%[inhibitor] | -7%
CCn1c(SCC(=O)Nc2nonc2C)nnc1-c1ccoc1C | -1% | 14% | 1% | -5% | 2% | 0 | -19% | 0.6% | 3% | -2%
Cc1cc(Cl)ccc1NC(=S)NCC(O)c1ccccc1 (stereo unspecified) | 3% | 10% | . | -3% | 25% | 3 | 26% | -0.4% | 6% | 1%

High-throughput results as filed in PubChem BioAssay.
